# Screens as filed in PubChem BioAssay.
# INS-1E GSIS act = primary screen for activators of insulin secretion dependent on glucose, INS-1E cells, GLuc reporter luminescence | hit rate 0.61% among 370,000 | activation, % at 16.6 µM | INS-1E GLuc reporter insulin secretion, 2-3 h | AID 743287;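 active = lowest replicate activation of at least 40%, so every replicate reaches that level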;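 note: 0% = median of neutral control wells and 100% = median of IBMX positive control wells; some compounds called inactive have numbers as strong as hits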
# Xi reactivation = X-chromosome reactivation activator | activation, % at 7.58 µM | hit rate 0.055% among 360,000 | XiGFP mouse fibroblasts, % GFP-positive cells imaging, 3 d; cells co-treated with 5-aza-dC sensitizer; scaled so ellipticine positive control = 100%;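 active = mean normalized replicate activation at least 10% and every replicate at or above 10%; inconclusive = only one of the two criteria met; inactive = mean below 10% and not all replicates reach 10%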;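 note: 0% = median of on-plate neutral control wells and 100% = ellipticine 6 µM median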
#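 System: 68-5-11 XiGFP fibroblast line; Timing: 3 days compound exposure; Compound dosing: one concentration, pinned; Benchmarks: positive control ellipticine, 6 µM final; Buffer or medium: DMEM containing 5-aza-dC.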
# RAD54 inh = inhibitors of human RAD54 branch migration; Q92698; RAD54 Holliday junction branch migration, FAM/BHQ fluorescence; inhibition, % at 10.4 µM; hit rate 0.14% among 360,000; AID 602329;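 active = mean normalized replicate activity at least 40 and at least half of replicates scoring 40 or more; inconclusive = only one of the two criteria met; inactive = mean below 40 and under half of replicates reaching 40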;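 note: 0% = median of neutral control wells and 100% = median of positive control wells; inhibitors cause a drop in the FAM fluorescence signal; in these data hits start at about 50%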
# Target sequence (Q92698 whole entry, looked up): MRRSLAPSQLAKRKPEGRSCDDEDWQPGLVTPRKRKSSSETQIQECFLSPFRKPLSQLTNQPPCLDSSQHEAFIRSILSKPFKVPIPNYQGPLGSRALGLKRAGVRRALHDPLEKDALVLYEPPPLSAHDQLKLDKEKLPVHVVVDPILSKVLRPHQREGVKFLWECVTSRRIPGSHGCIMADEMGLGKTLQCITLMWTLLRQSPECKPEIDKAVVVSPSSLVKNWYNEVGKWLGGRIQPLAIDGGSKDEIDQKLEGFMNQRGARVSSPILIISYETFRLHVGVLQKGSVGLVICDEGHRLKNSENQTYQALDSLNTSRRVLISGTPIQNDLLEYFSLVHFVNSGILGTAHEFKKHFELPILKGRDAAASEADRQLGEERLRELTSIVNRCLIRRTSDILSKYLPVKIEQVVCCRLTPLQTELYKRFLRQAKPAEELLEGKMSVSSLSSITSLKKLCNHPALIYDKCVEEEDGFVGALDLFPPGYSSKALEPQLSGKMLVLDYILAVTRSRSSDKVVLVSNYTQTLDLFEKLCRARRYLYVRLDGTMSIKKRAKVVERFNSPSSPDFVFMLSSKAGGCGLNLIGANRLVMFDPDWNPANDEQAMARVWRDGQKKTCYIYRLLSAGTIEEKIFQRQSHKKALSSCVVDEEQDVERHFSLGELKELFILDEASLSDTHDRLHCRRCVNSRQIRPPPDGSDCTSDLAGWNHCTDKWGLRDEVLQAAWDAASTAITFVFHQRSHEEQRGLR
# Casp6 inh = inhibitors of human caspase-6; P55212; purified caspase-6, Z-VEID-R110 cleavage fluorescence; inhibition, % at 12.5 µM; hit rate 0.53% among 350,000;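 active = mean inhibition across replicates at least about 35%, with every replicate also reaching that limit, limit read from the data; inconclusive = only one of the two criteria met; inactive = neither criterion met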;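 note: 0% = median of neutral control wells and 100% = no fluorescence left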
# Target sequence (P55212 24-179 limits assumed): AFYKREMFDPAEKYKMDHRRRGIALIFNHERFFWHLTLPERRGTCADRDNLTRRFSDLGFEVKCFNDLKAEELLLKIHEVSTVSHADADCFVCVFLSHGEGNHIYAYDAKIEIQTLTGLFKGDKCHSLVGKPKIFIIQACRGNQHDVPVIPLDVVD
# Target sequence (P55212 194-293 limits assumed): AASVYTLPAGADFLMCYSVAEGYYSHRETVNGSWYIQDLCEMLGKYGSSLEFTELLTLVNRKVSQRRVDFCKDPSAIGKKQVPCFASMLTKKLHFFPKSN
# CFTR F508del cor = CFTR F508del correction in bronchial cells; activity (quench increase), % at 7.58 µM; CFBE cells, YFP halide quenching; stimulated with forskolin plus potentiator P3; % fluorescence drop versus neutral controls; hit rate 0.36% among 350,000;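 active = mean added fluorescence quench of at least 8% versus neutral control, with both replicates also reaching 8%; inconclusive = only one of the mean or replicate conditions met; inactive = mean below 8% and not both replicates reaching 8%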;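 note: cells transiently co-express mutant CFTR-F508del with the halide-sensitive YFP; corrector assay measuring rescue of mutant channel to the surface after 24 h compound exposure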
# E-sel inducer = induces E-selectin expression in human endothelial cells; P16581; HUVEC E-selectin immunofluorescence imaging; normalized: neutral wells 0, TNF-alpha wells 100; activation, % at 7.58 µM; hit rate 0.37% among 260,000; AID 686992;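 active = mean E-selectin-positive cell signal at least 10% of the positive control, reached in at least 60% of replicates, without over 20% cell loss; inconclusive = no rule given, readout overlaps actives, possibly toxicity-flagged; inactive = the rest, including those meeting only one limit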;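 note: in these data hits start at about 27%; measured in HUVEC primary endothelial cells; signal is the percent of cells scored E-selectin positive by PE staining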
#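 material = human umbilical vein endothelial cells (HUVEC), E-selectin induction | quantity = 3,000 cells/well | medium = EGM-2 growth medium on 0.1% gelatin-coated wells | technique = immunofluorescence imaging | read-out basis = % PE-positive cells | control set = TNF-alpha positive control, DMSO neutral control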
# DENV2 CPE = inhibitors of DENV2 cytopathic effect; CPE inhibition, % at 9.99 µM; DENV2-infected cells, cytopathic effect rescue, plate reader; hit rate 1.7% among 350,000; AID 651640; in the data active = CPE inhibition above about 20%, passing the limit was not always enough; inconclusive = no clear call, values can overlap the other calls; tested in BHK-21 cells;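 note: 0% = median of neutral control wells and 100% = median of positive control wells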
# RAD52 inh = RAD52 (human) annealing inhibition; P43351; recombinant RAD52 DNA annealing, FRET fluorescence; inhibition, % at 18.7 µM; hit rate 0.46% among 360,000; AID 651710;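 active = every replicate showing at least 50% inhibition; inconclusive = mean inhibition at least 50% but not in every replicate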
# * marks the source's active call; other numbers are inactive results; i = inactive; ? = inconclusive; . = not tested or not shown.
SMILES,INS-1E GSIS act,Xi reactivation,RAD54 inh,Casp6 inh,CFTR F508del cor,E-sel inducer,DENV2 CPE,RAD52 inh
COc1ccc(CN(C)C[C@H]2OCCCC[C@H](C)Oc3ccc(NS(=O)(=O)c4cn(C)cn4)cc3C(=O)N([C@@H](C)CO)C[C@H]2C)cc1,13,-0.6,-3,1,-1.5,0.2,6,9
COc1ccc(C2=Nn3c(nnc3-c3ccccc3Cl)SC2)cc1OCC1CC1,39,0.1,-3,-3,3.1,-0.1,32*,-9
CNC(=O)NC(=O)C(c1ccccc1)N(C)CC1COc2ccccc2O1 (stereo not drawn),8,0.0,-2,-1,2.7,.,5,-19
Nc1nc(F)nc2c1ncn2[C@@H]1O[C@H](CO)[C@@H](O)[C@@H]1O,10,-0.1,-8,7,-2.5,-0.2,0,11
CC(C)NC(=O)N(C)C[C@H]1Oc2ncc(C#Cc3ccccc3F)cc2C(=O)N([C@H](C)CO)C[C@H]1C,-7,-1.1,9,-1,2.9,-0.1,6,-5
O=C(c1ccccn1)N1C[C@H]2[C@@H](c3ccccc31)[C@@H](CO)N2C(=O)Nc1ccccc1Cl,-6,0.0,10,.,-3.1,0.0,.,.
COc1ccc(NC(=O)N(C)C[C@H]2Oc3ccc(NC(=O)Nc4cccc5ccccc45)cc3CC(=O)N([C@H](C)CO)C[C@@H]2C)cc1,2,0.3,2,-5,-1.2,1.0,0,10
C[C@H]1CN([C@@H](C)CO)C(=O)c2cccc(NS(=O)(=O)c3cccs3)c2O[C@@H]1CN(C)Cc1ccc(Cl)c(Cl)c1,-3,0.0,-15,1,2.1,-9.1,-1,22
C[C@@H]1CN([C@H](C)CO)C(=O)c2cc(C#CC3(O)CCCC3)cnc2O[C@@H]1CN(C)C(=O)C1CCCCC1,8,-0.4,0,2,0.4,1.2,13,2
COc1ccc(-c2nn(CCC(=O)O)cc2/C=C2\SC(N)=NC2=O)cc1,.,0.0,-19,1,.,-0.2,-1,-135
O=C(Nc1ccc(C(=O)O)cc1)/C(=C\C=C\c1ccccc1)NC(=O)c1ccc(Br)cc1,-35,0.0,-20,3,0.0,-1.7,-3,-12
COCCNC(=O)C[C@H]1CC[C@@H]2[C@H](COc3ccc(NC(=O)C4CCOCC4)cc3C(=O)N2C)O1,4,0.1,-2,2,-1.1,0.3,-5,-2
COCC(=O)Nc1ccc2c(c1)OC[C@@H](C)N(CC1CC1)C[C@H](C)[C@@H](OC)CN(C)C2=O,13,0.0,3,.,-0.9,0.0,12,-5
COc1ccc(C2C(C(=O)Nc3cccc(OC)c3)c3ccccc3C(=O)N2C)cc1 (stereo not drawn),-13,0.0,1,-2,-2.5,1.6,-1,-8
O=C(CCc1ccccc1)NN1C(=O)C2C3C=CC(C3)C2C1=O (stereo not drawn),-2,0.0,.,1,1.4,.,5,-7
COc1ccc(S(=O)(=O)N(C)C[C@@H]2Oc3ccc(NC(=O)Nc4ccc5c(c4)OCO5)cc3C(=O)N([C@@H](C)CO)C[C@@H]2C)cc1,-9,-1.3,2,-3,-0.1,-2.0,9,-7
CCN(C(=O)C(C)N1C(=O)/C(=C/c2cccs2)SC1=S)C1CCS(=O)(=O)C1 (stereo not drawn),-5,0.1,-6,13,-2.0,.,8,-24
CCCCN(C)C(=O)c1nc2ccccn2c1CNCCCn1nnc2ccccc21,3,0.0,4,-3,-0.4,-1.3,-1,-58
COC(=O)C1=C(C)N(Cc2ccco2)C(=O)/C1=C\c1ccc([N+](=O)[O-])cc1,-32,-0.1,2,26,-0.6,2.6,-3,-67
C[C@@H]1CCCCO[C@@H](CN(C)C(=O)Nc2ccccc2)[C@@H](C)CN([C@@H](C)CO)C(=O)c2cc(NC(=O)Cc3ccccc3)ccc2O1,-16,0.0,2,-3,1.7,.,4,-25
Cc1ccc(C(=O)Nc2ccc(NC(=O)c3ccco3)c(C)c2)cc1,1,0.3,2,3,-1.3,.,-1,-7
CS(=O)(=O)N1CCC(C(=O)NNC(=O)Nc2ccc(F)c(Cl)c2)CC1,7,0.3,-1,-2,0.6,0.0,2,-19
CCCN1[C@@H]2c3ccc(/C=C/c4ccccc4)c(=O)n3C[C@@H]2[C@@H](CO)[C@@H]1C(=O)N(C)C,0,0.1,-4,-2,.,-0.1,-4,-27
O=C(O)/C(=C\c1cccs1)c1ccccc1,-5,0.1,.,5,-1.7,.,-6,-11
Cc1c(C=C(C#N)c2ccc([N+](=O)[O-])cc2)c(=O)n(-c2ccccc2)n1C,.,0.0,4,4,0.3,-0.9,-3,i
COc1ccc(S(=O)(=O)N2CCOCC2)cc1NC(=O)COc1ccc(C(C)=O)cc1OC,13,0.2,-2,3,-0.1,.,0,-9
Cc1ccc([C@@H]2[C@@H]3C(=O)N(c4ccccc4)C(=O)[C@@H]3[C@]3(Cc4ccccc4)C(=O)N(CC4CC4)CC(=O)N23)o1,.,0.1,7,-3,-0.7,0.0,-2,-20
CSC1=NC(C)(C)C=C(/C=C/c2ccc(Cl)cc2Cl)N1,-14,0.0,7,2,-3.9,.,.,-24
CC(C)NC(=O)C1COc2ccccc2O1 (stereo not drawn),11,0.2,.,0,-2.1,-0.2,-2,-16
CCCCC(=O)NC(c1ccc(OC)c(OC)c1)c1c(O)ccc2ccccc12 (stereo not drawn),-17,.,.,1,-3.0,.,0,-7
C[C@@H]1CN([C@@H](C)CO)C(=O)Cc2cc(NC(=O)c3ccncc3)ccc2O[C@H]1CN(C)C,24,-1.3,11,-1,0.8,-4.0,-3,-5
CCN(CC)S(=O)(=O)c1ccc2c(c1)nc(-c1ccccn1)n2C,-4,0.0,3,8,-2.5,-0.1,5,-25
C/C=C/c1ccc([C@H]2[C@@H](CO)N(C(=O)C3CCC3)[C@H]2CNC(=O)NC(C)C)cc1,8,0.6,0,.,2.1,-0.5,-13,.
Cc1ccc(S(=O)(=O)Nc2ccc3c(c2)C(=O)N([C@@H](C)CO)C[C@H](C)[C@@H](CN(C)S(=O)(=O)c2c(C)noc2C)OCCCC[C@H](C)O3)cc1,-9,0.3,6,-3,1.2,.,1,-23
O=C([C@@H]1[C@@H](CO)[C@@H]2Cn3c(cccc3=O)[C@H]1N2CC1CCCC1)N1CCc2ccccc2C1,-1,0.3,0,1,2.4,-0.5,3,6
CSc1ccc(/C=N/N2CCN(Cc3ccccc3Cl)CC2)cc1,-19,0.1,.,0,-0.5,2.4,6,-14
COc1ccc(CCNC(=O)c2cc3c(=O)n4cccc(C)c4nc3s2)cc1OC,17,0.3,1,1,-2.4,-0.1,-1,-13
Cc1nn(C(=O)CCC(=O)NCc2cccc(F)c2)c2ccccc12,44,0.2,-5,-3,0.7,?,-3,-9
C[C@@H]1CN([C@H](C)CO)C(=O)c2cc(NC(=O)C3CC3)ccc2O[C@H]1CN(C)S(=O)(=O)c1cn(C)cn1,9,0.0,-1,-1,-0.2,-0.2,13,-1
O=C(Nc1cccc(C(=O)Nc2ccc(Cl)cn2)c1)c1ccccc1,7,0.1,-10,-4,-1.2,0.0,-8,-5
C[C@@H]1CN([C@@H](C)CO)C(=O)c2cc(NS(=O)(=O)c3cccs3)ccc2O[C@@H]1CN(C)C,8,0.3,9,2,-2.2,1.9,-1,-12
CCOC(=O)N1CCN(C(=O)C[C@@H]2C[C@@]3(C(=O)OCC)CCC=C3N(Cc3cccc4ccccc34)C2=O)CC1,-11,-0.1,.,0,1.8,-0.2,15,-6
COc1cccc(C(C)(O)c2nc(-c3ccc(F)cc3OC)cs2)c1 (stereo not drawn),.,0.0,-10,1,-0.9,0.0,-13,-14
CCc1c(O)nc(SCC(=O)Nc2ccccc2)n(-c2ccccc2C)c1=O,0,-0.1,-11,2,-2.7,0.2,-10,6
C[C@H](CO)N1C[C@H](C)[C@H](CN(C)C(=O)Nc2ccc(C(F)(F)F)cc2)Oc2c(cccc2N(C)C)C1=O,-7,-1.3,-10,3,-1.2,.,9,8
CC(=O)C1=C(C)NC(SCC(N)=O)=C(C#N)C1c1ccco1 (stereo not drawn),23,0.4,-5,6,-2.7,-0.1,9,-4
COC(=O)C1=C(C)N(Cc2ccc(Cl)cc2)C(=S)NC1c1ccccc1 (stereo not drawn),-29,0.2,.,-2,-0.9,-0.1,-14,-3
Cc1cc(C)nc(/N=C(\N)Nc2ccc(OCc3ccccc3)cc2)n1,-37,0.2,.,1,2.1,.,.,55*
OCCCc1nc2ccccc2n1CCCCOc1ccccc1,0,0.0,3,-4,-0.8,-0.6,-5,10
O=S1(=O)c2ccccc2OC(COCc2ccccc2)CN1C1CC1 (stereo not drawn),109*,0.0,-14,-1,2.1,0.5,7,-8

# Records listed so far printed as active in INS-1E GSIS act.
structure	INS-1E GSIS act	Casp6 inh	CFTR F508del cor	DENV2 CPE	RAD52 inh
O=S1(=O)c2ccccc2OC(COCc2ccccc2)CN1C1CC1 (stereo not drawn)	109*	-1	2.1	7	-8

# Following part.
SMILES,INS-1E GSIS act,Xi reactivation,RAD54 inh,Casp6 inh,CFTR F508del cor,E-sel inducer,DENV2 CPE,RAD52 inh
C[C@@H]1CN([C@@H](C)CO)C(=O)Cc2cc(NC(=O)Nc3ccc4c(c3)OCO4)ccc2O[C@@H]1CN(C)C,8,-1.1,-11,-5,2.9,-2.7,-2,6
Cc1noc(C)c1NC(=O)N(C)C[C@H]1Oc2ccc(NS(=O)(=O)c3c(C)noc3C)cc2CC(=O)N([C@H](C)CO)C[C@H]1C,13,-0.1,0,1,-3.4,-0.1,-2,0
COCCn1c(C)cc(C2=NNC(=NC3CC3)SC2)c1C,30,0.1,.,-1,-4.0,4.7,.,-20
COc1ccc(N2CCN(CCCNC(=O)CCC(=O)N3CCOc4ccc(Cl)cc43)CC2)cc1,8,0.0,-1,-37,1.7,.,2,10
CC(C)NC(=O)CCCc1cn(C)c2ccccc12,8,.,14,0,-2.4,.,-10,-6
Cc1ccccc1-c1cnc2c(c1)C(=O)N([C@H](C)CO)C[C@H](C)[C@H](CN(C)C(=O)c1ccccc1)O2,6,-0.9,2,0,1.4,-0.1,-10,10
O=C1NCCN/C1=C\C(=O)c1ccc(F)cc1,-1,0.0,.,-4,-0.3,.,1,-16
Cc1ccc(S(=O)(=O)Nc2ccc3c(c2)C(=O)N([C@H](C)CO)C[C@@H](C)[C@@H](CN(C)C(=O)NC2CCCCC2)O3)cc1,21,-0.9,-8,-5,-3.8,3.7,2,-22
COCC(=O)Nc1ccc2c(c1)OC[C@@H](C)N(C(=O)C1CCCC1)C[C@H](C)[C@@H](OC)CN(C)C2=O,-7,-0.4,-1,.,-1.9,1.9,.,.
CCCOc1ccc(OCC(=O)c2[nH]c(C)c(C(C)=O)c2C)cc1,.,.,.,4,0.8,.,7,-15
C[C@@H]1CN([C@@H](C)CO)S(=O)(=O)c2ccc(C#Cc3ccccc3)cc2O[C@H]1CN(C)C(=O)Cc1ccccn1,-27,-1.1,2,1,5.3,0.2,-5,-22

# Copied from the list.
# COc1ccc(N2CCN(CCCNC(=O)CCC(=O)N3CCOc4ccc(Cl)cc43)CC2)cc1 @ DENV2 CPE = 2
# C[C@@H]1CN([C@@H](C)CO)C(=O)Cc2cc(NC(=O)Nc3ccc4c(c3)OCO4)ccc2O[C@@H]1CN(C)C @ Casp6 inh = -5
